# Bioassay records from PubChem BioAssay.
# SENP1 FRET inh = SENP1 (human) catalytic domain inhibition; hit rate 0.21% among 360,000; Q9P0U3; recombinant SENP1 catalytic domain, CyPet-SUMO1-YPet FRET cleavage; inhibition, % at 10 µM;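 active = inhibition at least 30% at 10 µM, raw YFP signal under a set limit, fluorescence ratio 0.5 to 1.5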;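 note: 0% = enzyme with DMSO and 100% = no enzyme wells; some results filed as inactive read as strong as hits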
# Target sequence (Q9P0U3 419-644 limits assumed): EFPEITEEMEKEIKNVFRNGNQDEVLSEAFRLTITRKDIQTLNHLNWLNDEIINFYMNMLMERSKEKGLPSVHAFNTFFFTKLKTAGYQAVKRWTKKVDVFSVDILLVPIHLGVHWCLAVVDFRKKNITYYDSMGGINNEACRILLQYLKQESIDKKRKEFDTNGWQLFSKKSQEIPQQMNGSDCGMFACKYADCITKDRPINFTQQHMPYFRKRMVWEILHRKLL
#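 System: Recombinant human SENP1 catalytic domain, His6-tagged | Incubation: Enzyme reaction for 50 min at room temperature, dark | Medium: Tris pH 8 with BME, BSA, NP40 and catalase | Also added: 25 nM SUMO1 FRET substrate | Compound: 10 µM single point, 0.5% DMSO | Measured by: FRET fluorescence in CFP and YFP emission channels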
# SENP8 inh = SENP8 (human) protease inhibition; inhibition, % at 20 µM; recombinant SENP8, Nedd8 substrate fluorescence; Q96LD8; hit rate 0.64% among 360,000; AID 602440; in the data active = inhibition mostly above about 40%, no sharp cut-off; inactive = mostly below about 27%
# Target sequence (Q96LD8 whole entry, looked up): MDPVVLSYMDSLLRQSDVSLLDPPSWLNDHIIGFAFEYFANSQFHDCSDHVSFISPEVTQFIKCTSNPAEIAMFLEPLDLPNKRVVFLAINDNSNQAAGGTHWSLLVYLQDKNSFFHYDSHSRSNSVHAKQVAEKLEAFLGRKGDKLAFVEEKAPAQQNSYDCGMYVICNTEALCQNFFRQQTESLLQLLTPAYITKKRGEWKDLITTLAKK
# * hit, by the source's call. This is a subset (hit frequency here may not be typical).
SMILES,SENP1 FRET inh,SENP8 inh
CC(C)C[C@H]1CNC(=S)N1C[C@H]1CCCN1C[C@H](Cc1ccc(O)cc1)N1C[C@H](Cc2ccc(O)cc2)N(CC2CCCCCC2)C1=S,3,9
Cc1cc(C(=O)N2CCC2(C)C(=O)NS(=O)(=O)c2ccccc2Cl)nn1C (configuration not stated),0,8
CCOC1=C2[C@@H](CN(S(=O)(=O)c3ccc(C)cc3)[C@H]2c2ccccc2Cl)[C@H]2C(=O)NC(=O)[C@H]2C1,5,6
C(=C\c1ccccc1)/CN1CCN(C(c2cccs2)c2nnnn2Cc2ccccc2)CC1 (configuration not stated),1,17
COc1cccc(/C=N/NC(=O)C(=O)N/N=C/c2cccc(OC)c2O)c1O,3,3
Cc1ccc2cc(/C=N/Nc3nc4ccccc4[nH]3)c(Cl)nc2c1,20,-23
CCCCn1nnnc1C(c1ccccc1)N1CCN(c2ncccn2)CC1 (configuration not stated),4,7
CC1(C(=O)NCc2ccc(C(F)(F)F)cc2)CCN1Cc1ccc(-c2ccccc2)o1 (configuration not stated),-1,-1
Cc1ccc(C(=O)N[C@H](C(=O)N2CCN(c3ncccn3)CC2)C(C)C)cc1,2,-25
O=C(COC(=O)/C=C/c1ccc2c(c1)OCO2)NCc1ccc(F)cc1,2,-415
NC(CCc1ccccc1)c1csc(Nc2cnccn2)n1 (configuration not stated),0,-34
CN(CCc1ccccc1)C(=O)c1ccc(NC(=O)Cc2cccc(NC(=O)C3CCN(C(=O)C4CCCC4)CC3)c2)cc1,1,-4
CC(=NNC(=S)N1CCN(c2ccccn2)CC1)c1nccs1,-1,-6
CSc1nc(N)nc(SCC(=O)Nc2cccc(F)c2)c1C#N,0,27
CCc1nc2c(OCc3ccc(F)c(F)c3)cccn2c1N(C)C(=O)CC(C)C,-4,-6
Cc1cc(C(=O)Nc2ccncc2)c(C)o1,-1,14
O=C(Nc1cc(C(F)(F)F)ccc1N1CCCCC1)C1=COCCO1,-12,22
CC1(C(=O)NS(=O)(=O)c2cccc(OC(F)F)c2)CCN1C(=O)c1ccco1 (configuration not stated),0,14
Cc1cccc(N=C2CCCC2C(=O)Nc2cccc(C)c2C)c1C (configuration not stated),-9,-113
O=[N+]([O-])c1ccc(C=NN=Cc2ccc([N+](=O)[O-])cc2)cc1,4,4
O=C(CNc1cc(S(=O)(=O)N2CCOCC2)ccc1N1CCCC1)Nc1ccc(Cl)cc1,-3,-26
Nc1ncnc2c1ncn2[C@@H]1O[C@H](C(=O)NS(=O)(=O)c2cccc(F)c2)[C@@H](O)[C@H]1O,1,21
CN(c1ccc(OCC(=O)Nc2ccc(S(N)(=O)=O)cc2)cc1)S(=O)(=O)c1ccc(F)cc1,0,1
CC(C)(C)c1ccc(CC(=O)N2CCC2(C)C(=O)Nc2cnc3ccccc3c2)cc1 (configuration not stated),2,27
CCC(=O)N1Cc2cc(C(=O)Nc3nccs3)nc(-c3cccc(-c4ccccc4OC)c3)c2[C@H]1CCO,2,4
# (cont.)
SMILES,SENP1 FRET inh,SENP8 inh
CCNC(=O)C1(C)CCCN(C(=O)c2cc(-c3ccccc3)cs2)C1 (configuration not stated),1,15
CC(=O)Nc1cncc(-c2ccccc2F)n1,0,-29
COCCOC(=O)N1CCCCC1c1cc(C(=O)NCc2ccc(Cl)c(Cl)c2)no1 (configuration not stated),2,11
O=C(O)c1ccc(CCCc2ccccc2)cc1,2,9
OC[C@H]1O[C@@H](c2nc(-c3cccc4ccccc34)no2)[C@H](O)[C@@H]1O,0,-40
COc1cc(C(=O)OCC(=O)Nc2ccccc2)cc2c1OCCO2,1,0
COc1cc(/C=C(\C#N)c2ccccn2)ccc1OCc1ccccc1,-5,-48
Cn1ccc2c(-c3ccc4c(c3)OCCO4)cc3c(c21)C1CCC3O1 (configuration not stated),-2,-355
CCCOc1ccc(F)cc1-c1cc(C(=O)NCc2cc(C(F)(F)F)cc(C(F)(F)F)c2)[nH]n1,1,11
Cc1ccc(OCCC(=O)Nc2cc(S(=O)(=O)N3CCOCC3)ccc2N2CCCC2)cc1,-2,-1
COc1ccc(Nc2nc(=O)c3cc([N+](=O)[O-])ccc3s2)cc1,-1,55*
CC1=CC(C)(C)NC(=S)N1c1ccc(Cl)cc1,1,9
Cc1cccc(C(=O)NC(C(=O)Nc2ccc(S(=O)(=O)Nc3nccs3)cc2)C(C)C)c1 (configuration not stated),-8,11
OC[C@@H]1CN(Cc2ccccc2)C[C@H](n2cnc3c(NCc4ccco4)ncnc32)O1,-6,2
O=C(CNC(=O)N1CC(=O)Nc2ccccc21)NCc1ccc(F)cc1,2,2
CC(=O)c1ccc(NC(=O)COC(=O)CCC(=O)c2cccs2)cc1,5,12
CC(C)(C)c1ccc(C(=O)OCC(=O)Nc2cccc(S(=O)(=O)NC3=NCCC3)c2)cc1,-1,8
CCOc1ccc(Oc2ccc(NS(=O)(=O)c3ccc(CCC(=O)O)cc3)cc2)cc1,-1,21
COc1ccc(C(=O)NCC(c2ccccc2)c2ccccc2)cc1S(=O)(=O)N1CCOCC1,-4,1
CCN(C(=O)COC(=O)CCOc1ccccc1C)c1c(N)n(Cc2ccccc2)c(=O)[nH]c1=O,-1,7
Nc1ccc(S(=O)(=O)NN=CC=Cc2ccccc2[N+](=O)[O-])cc1,2,21
CN1OC[C@@H]2CN[C@H](c3ccc(-c4cccc(F)c4)cc3)C[C@@H]21,3,4
S=C(NN=Cc1ccc2c(c1)OCO2)NN=Cc1ccc2c(c1)OCO2,-3,-49
Cc1ccc(S(=O)(=O)N2[C@@H](Cc3ccccc3)CO[C@H]2CC(=O)c2ccccc2)cc1,4,10
COc1cc(C2C=C(c3cccs3)Nc3ncnn32)cc(OC)c1OC (configuration not stated),-36,-460

# Compounds listed so far containing a CF3 group (3):
SMILES,SENP1 FRET inh,SENP8 inh
CC1(C(=O)NCc2ccc(C(F)(F)F)cc2)CCN1Cc1ccc(-c2ccccc2)o1 (configuration not stated),-1,-1
O=C(Nc1cc(C(F)(F)F)ccc1N1CCCCC1)C1=COCCO1,-12,22
CCCOc1ccc(F)cc1-c1cc(C(=O)NCc2cc(C(F)(F)F)cc(C(F)(F)F)c2)[nH]n1,1,11

# Next part:
SMILES,SENP1 FRET inh,SENP8 inh
CC(C)CN1CC(C)C(=O)NC1=S (configuration not stated),1,4
CN(C)C(=O)c1ccc(SC(=S)NCc2ccccc2)cc1,1,-3
Cc1c(N(C)S(=O)(=O)c2ccc(Cl)c(C(=O)NCC(C)(C)N3CCOCC3)c2)c(=O)n(-c2ccccc2)n1C,4,3
CCOc1ccccc1CNc1ccc(O)cc1,-5,16
O=C(Nc1cccnc1)C1Cc2c(-c3cccc(F)c3)ccnc2O1 (configuration not stated),0,7
CCOC(=O)C1=CCN(S(=O)(=O)c2ccc(C)cc2)C1c1ccc(Cl)c(Cl)c1 (configuration not stated),-1,20
CC1(C(=O)NS(=O)(=O)c2ccccc2Cl)CCN1C(=O)c1cccc(F)c1 (configuration not stated),2,20
Cn1cc(C(=O)C(=O)N2CCCCC2)c2ccccc21,-3,-5
CC(C)c1ccc(NC(=O)C2Cc3c(-c4ccc(Cl)cc4)ccnc3O2)cc1 (configuration not stated),0,10
COc1cc(-c2cc(NC(C)=O)c3ncc(-c4ccc(F)cc4)n3c2)cc(OC)c1OC,-3,-280
C=C(C)C1CC=C(C)/C(=N/NC(=O)CNc2ccc(C)cc2C)C1 (configuration not stated),1,8
CC1(C(=O)NS(=O)(=O)c2ccccc2)CCN1C(=O)Cc1ccc(Cl)cc1Cl (configuration not stated),1,11
CCOC(=O)c1c(NC(=O)CSc2nnc(-c3ccncc3)n2Cc2ccco2)sc(C(C)=O)c1C,-1,-13
O=Nc1c2cc3ccccc3[nH]c-2c2ccccc12,0,-250
CC(=O)Cn1ncc(Br)c(Br)c1=O,4,7
OC(c1ccc2ccccc2n1)c1c(Cl)cccc1Cl (configuration not stated),2,9
C[C@@H]1CCCCO[C@H](CN(C)C(=O)c2ccncc2)[C@H](C)CN([C@@H](C)CO)C(=O)c2cc(NC(=O)c3ccccc3)ccc2O1,1,11
Cc1c(P(=S)(c2ccccc2)c2ccccc2)[n+]2ccccc2n1C/C=C/c1ccccc1,2,8
CC(=O)Nc1ccc(CN(C)c2c(C)nc3ccc(C(=O)N4CCN(C(C)=O)CC4)cn23)cc1,-1,6
CN(C)C(=O)c1ccc(-c2nnc(OCc3nc4ccccc4n3C)c3ccccc23)cc1,1,15
C=CCNc1nc2cc(-c3ccccc3OC)sc2c(=O)n1C,-3,-203
Clc1ccc2nnnc(-c3ccccc3)c2c1,2,16
Cc1ccc(S(=O)(=O)NC(=O)C2(C)CCN2C(=O)Cc2ccc(-c3ccccc3)cc2)cc1 (configuration not stated),-3,11
C[C@H]1CN([C@@H](C)CO)S(=O)(=O)c2ccc(Br)cc2O[C@H]1CN(C)C(=O)CN(C)C,1,9
COc1ccc(NC(=O)C[C@H]2C(=O)N(Cc3ccccc3)C[C@@H]2C)cc1,2,3
# New compounds follow:
SMILES,SENP1 FRET inh,SENP8 inh
C[C@H](CO)N1C[C@H](C)[C@@H](CN(C)Cc2cccc(C(=O)O)c2)OCc2cnnn2CCCC1=O,0,6
O=S(=O)(O)Sc1ccccc1,3,17
O=C1C=CC(O)C2(CO)OC12 (configuration not stated),1,13
Cc1ccc(-c2nc3ccc(Br)cn3c2Cc2ccccc2)cc1,3,-26
Cc1ccc(S(=O)(=O)Nc2ccccc2/C=N/c2nc3ccccc3n2C)cc1,-24,-46
CC(C)N1CCCC(C)(C(=O)Nc2ccc3c(c2)OCO3)C1 (configuration not stated),-1,4
Cc1nc(SCC(=O)N2CCNC2=O)c(C#N)c(C)c1C,0,-4
COc1ccc(-c2ccc3[nH]c4c(c3c2)CCN2C[C@@H]([C@H](C)OC(=O)Nc3cc(Cl)cc(Cl)c3)[C@@H](N(C)C(=O)Nc3cc(Cl)cc(Cl)c3)C[C@@H]42)cc1,-32,-141
COc1cc2oc(=O)cc(CN3CCN(c4ccccc4OC)CC3)c2cc1Cl,-6,-11
COC(=O)[C@]12CCCCC=C1N(Cc1ccc(Cl)cc1Cl)C(=O)[C@H](CC(=O)N1CCCCC1)C2,-1,12
Cc1nc2cc(OC3(C)CCN(Cc4ccc(OC(F)(F)F)cc4)C3)ccc2s1 (configuration not stated),-2,18
CC(=O)NC(c1ccc(F)c(F)c1)c1nc(-c2cnc3ccccc3c2)cs1 (configuration not stated),0,-7
CC(C)(C)NC(=O)C(c1ccnc2ccccc12)n1c(=O)c(-c2cc3ccccc3[nH]2)nc2ccccc21 (configuration not stated),-20,-444
CCCS(=O)(=O)NC(=O)C1(C)CCCN(C(=O)c2cccc(C(F)(F)F)c2)C1 (configuration not stated),1,19
Nc1nc(Sc2ccc([N+](=O)[O-])c3nonc23)c2[nH]cnc2n1,23,37
CC(C)(C)c1ccc(CC(=O)N2CCC2(C)C(=O)Nc2cccc3cccnc23)cc1 (configuration not stated),3,-3
COc1cc(-c2cc(=O)c3c(O)cc(O)cc3o2)cc(OC)c1OC,6,-4
ClC(Cl)(c1nnnn1-c1ccccc1)c1nnnn1-c1ccccc1,1,2
COCCNC(=O)Cc1c(C)c2cc3c(cc2oc1=O)OC(C)(C)CC3,1,-287
Cc1cc(C)c2c(CN(C)Cc3ccccc3)cc(=O)oc2c1,1,15
Nc1ccc(C(=O)Nc2cccc(N)c2)cc1,1,21
c1cncc(C2SCCCS2)c1,-1,8
Cn1ccc2c(N(Cc3ccccc3)Cc3ccccc3)cc3c(c21)C1CCC3C1 (configuration not stated),2,-281
Cc1cccc(NC(=O)c2ccc(NS(=O)(=O)c3cccc4cccnc34)cc2)c1,2,15
Cc1c(NC(=O)Nc2ccccc2)c(=O)n(-c2ccccc2)n1C,0,10

# By substructure: the entries above containing a cyano group.
SMILES,SENP1 FRET inh,SENP8 inh
CSc1nc(N)nc(SCC(=O)Nc2cccc(F)c2)c1C#N,0,27
COc1cc(/C=C(\C#N)c2ccccn2)ccc1OCc1ccccc1,-5,-48
Cc1nc(SCC(=O)N2CCNC2=O)c(C#N)c(C)c1C,0,-4

# (next part)
SMILES,SENP1 FRET inh,SENP8 inh
CCOc1ccc(NC(=O)CN(C)C(=O)CCc2nc3ccccc3c(=O)[nH]2)cc1OCC,-6,15
CCCCNC(=O)CCCn1c(=O)c2ccccc2n(CC(=O)NCCC2=CCCCC2)c1=O,1,23
Cc1c(NS(=O)(=O)c2cc(C(=O)Nc3ccc(F)cc3Cl)ccc2Cl)c(=O)n(-c2ccccc2)n1C,-1,8
CCC(C)CNC(=O)c1[nH]c(C(F)(F)F)nc1-c1ccccc1 (configuration not stated),3,16
O=C(NCC1CC1)c1csc([C@@H]2O[C@H](CO)[C@H](O)[C@H](O)[C@H]2O)n1,1,24
COc1ccc(-n2nnnc2C(C2CC2)N2CCN(C/C=C/c3ccccc3)CC2)cc1 (configuration not stated),1,18
Cc1noc(C)c1NC(=O)Nc1ccc2c(c1)C(=O)N([C@@H](C)CO)C[C@@H](C)[C@H](CN(C)C(=O)Nc1cccc3ccccc13)OCCCC[C@H](C)O2,0,-148
COc1ccccc1Cc1c(-c2ccc(OC)c(OC)c2)nc2c(C)cc(Br)cn12,7,-22
O=C(O)C(CCc1ccccc1)(Cc1ccccc1)C(=O)O,0,10
NC(c1csc(NC(=O)Nc2ccccc2Cl)n1)C1CCCCC1 (configuration not stated),0,33
O=c1cc(NS(=O)(=O)c2ccccc2)nc(SCc2ccc(Cl)cc2)[nH]1,2,10

# Ordered by count of non-hydrogen atoms (ascending): some entries from above
SMILES,SENP1 FRET inh,SENP8 inh
O=C(O)C(CCc1ccccc1)(Cc1ccccc1)C(=O)O,0,10
O=c1cc(NS(=O)(=O)c2ccccc2)nc(SCc2ccc(Cl)cc2)[nH]1,2,10
Cc1c(NS(=O)(=O)c2cc(C(=O)Nc3ccc(F)cc3Cl)ccc2Cl)c(=O)n(-c2ccccc2)n1C,-1,8
